# Assay outcomes (PubChem BioAssay)
# Spn DPM-DC inh = S. pneumoniae DPM-DC inhibitors, primary screen, biochemical, PK/LDH-coupled NADH fluorescence | diphosphomevalonate decarboxylase (Streptococcus pneumoniae D39) | purified DPM-DC | calls only at 10 µM | 0.49% of 65,000 active | AID 556, 2006;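 active = the 320 compounds with the highest percent inhibition in the single-dose primary screen, excluding strongly autofluorescent ones, cut at about 32% in these data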;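 note: kinetic rate of NADH fluorescence loss reporting ADP formed by the decarboxylase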
# TNAP inhibition = human TNAP enzyme inhibitors, biochemical, luminescent (AID 518); inhibition, % at 20 µM, or IC50 in µM where a hit was titrated; Alkaline phosphatase, tissue-nonspecific isozyme (Homo sapiens); purified TNAP enzyme, luminescent substrate readout; higher % means a stronger effect; 0.09% of 64,000 active; in the data active = a potency from the dose series; inactive = the rest, 99 in 100 with inhibition below about 22%;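 note: plate controls were vehicle for no effect and reference inhibitor for full effect; many of its hits are not listed in these tables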
# MK inhibit = S. pneumoniae MK inhibitors, primary screen, biochemical, PK/LDH-coupled NADH absorbance | mevalonate kinase [Streptococcus pneumoniae D39] | purified MK, PK/LDH-coupled NADH absorbance 340 nm | inhibition, % at 10 µM | 0.48% of 65,000 active | AID 555, 2006;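 active = ranked among the strongest by inhibition in the single 10 µM screen, a fixed top-ranked set picked for dose follow-up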; note: no value below 0 was filed
# Bfl-1 displacement = Bfl-1 inhibitors, primary screen, biochemical, fluorescence polarization, FITC-Bid, mouse (AID 432) | 0.02% of 64,000 active | FITC-Bid BH3 peptide fluorescence polarization displacement; higher % means a stronger effect | one-dose displacement, % at 20 µM; IC50 in µM for titrated hits; in the data active = a potency from the dose series; inactive = the rest, 99 in 100 with displacement below about 15%; note: strong numbers were not always called active
# HPDE-C7 viability = cytotoxicity in HPDE-C7 cells, cell-based, fluorescence, HTS (AID 430); 1.8% of 63,000 active; cytotoxicity, % at 10 µM, or EC50 in µM where a hit was titrated; HPDE-C7 pancreatic duct cells viability, fluorescence; higher % means a stronger effect;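 note: cells exposed to compound for 48 hours before viability readout; 0% = vehicle and 100% = reference cytotoxic drug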
# KRASV12 cytotoxicity = cytotoxicity in KRAS-transformed pancreatic duct cells, primary screen, cell-based, fluorescence, HTS (AID 431). 1.7% of 63,000 active. cytotoxicity, % at 10 µM; hits with a dose series show EC50 in µM. HPDE-C7K KRASV12 cells, Alamar Blue viability, 48 h; higher % means a stronger effect;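 active = compounds whose percent cytotoxicity in the single-dose primary screen, scaled between solvent and toxic-drug controls, exceeds 50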;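 note: 0% = DMSO solvent wells and 100% = doxorubicin-treated wells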
# PMK inhibit = S. pneumoniae PMK inhibitors, primary screen, biochemical, mevalonate pathway, pilot trial included; phosphomevalonate kinase (Streptococcus pneumoniae D39); purified PMK, PK/LDH-coupled NADH absorbance 340 nm; inhibition, % at 10 µM; 0.49% of 65,000 active;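 active = top-ranked compounds by inhibition in the single 10 µM screen, taking a fixed number of the strongest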;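 note: 0% = full reaction with DMSO carrier and 100% = background rate without enzyme reaction; no value below 0 was filed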
# LYP inhibition = LYP phosphatase inhibitors, primary screen, biochemical, DiFMUP fluorescence, recombinant catalytic domain, 10 µM (AID 606); one-dose inhibition, % at 10 µM; IC50 in µM for titrated hits; 52,000 tested, under 10 active; Tyrosine-protein phosphatase non-receptor type 22 (Homo sapiens); recombinant LYP catalytic domain, DiFMUP fluorescence; higher % means a stronger effect;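 active = IC50 under 40 µM in the dose-response test; inactive = IC50 of 40 µM or more, or never dose-tested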
# HT1080 viability = cytotoxicity in HT1080 fibrosarcoma cells, cell-based, fluorescence readout (AID 620) | 0.42% of 87,000 active | cytotoxicity, % at 10 µM, or EC50 in µM where a hit was titrated | HT1080 viability, fluorescence; higher % means a stronger effect;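 note: cells exposed to compound overnight then 4 h with Alamar Blue; 0% = vehicle DMSO and 100% = killing control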
# PMK inhibit pilot replicates = further read-out of PMK inhibit, marked with its call; inhibition, %; measured here: pilot screen replicates
# MK inhibit pilot replicates = second read-out of MK inhibit, no call of its own (marks repeat the call); inhibition, %; measured here: pilot screen replicates
# Spn DPM-DC inh pilot screen % = further read-out of Spn DPM-DC inh, marked with its call; inhibition, %; measured here: pilot screen trials
# The depositor's hits bear a star; i = inactive; . = not tested or not shown. Cut-off read from the data, not from the text of the source, unless noted: active = cytotoxicity above about 50%; inactive = the rest. This is a random part of the collection (roughly 3.6% active in at least one column).
SMILES,Spn DPM-DC inh,TNAP inhibition,MK inhibit,Bfl-1 displacement,HPDE-C7 viability,KRASV12 cytotoxicity,PMK inhibit,LYP inhibition,HT1080 viability,others
COC(=O)CNC(=O)c1c(-c2c(Cl)cccc2Cl)noc1C,i,9%,4,-9%,-13%,-16%,0,11%,.,
O=C(C1COc2ccccc2O1)N1CCN(c2ccccc2)CC1 (stereo unspecified),i,5%,5,5%,-2%,-6%,3,-1%,3%,
Cc1cccc(C(=O)NCCN2CCN(c3ccccc3)CC2)c1,i,6%,13,2%,-9%,17%,7,.,12%,
COc1cccc(CNC(=O)Nc2cccs2)c1,i,1%,4,-19%,-30%,-14%,11,.,-3%,
O=C(O)CCc1nc2cccnc2n1Cc1ccccc1,i,3%,0,-1%,1%,7%,16,-2%,-2%,
Cc1ccc(Cn2nnc3c(=O)n(Cc4cc(C)ccc4C)cnc32)cc1,i,.,1,.,.,.,8,16%,-2%,
Cc1nc(-c2coc3cc(OCC(=O)O)ccc3c2=O)cs1,i,9%,0,-2%,0%,1%,1,.,23%,PMK inhibit pilot replicates=3.0;MK inhibit pilot replicates=0.0;Spn DPM-DC inh pilot screen %=1.0
CC1CCN(c2nc3ccccc3nc2C(C#N)S(=O)(=O)c2ccccc2)CC1 (stereo unspecified),i,3%,31,6%,12%,16%,13,1%,-2%,
CCOC(=O)C(C)Oc1cccc2c(=O)n(CC(=O)N3CCc4ccccc43)ccc12 (stereo unspecified),i,7%,7,-2%,-7%,-3%,1,2%,4%,
C=C1C(C(=O)N2CCN(C)CC2)C1C(=O)N1CCN(C)CC1 (stereo unspecified),i,0%,9,-1%,8%,0%,0,.,-3%,
Cc1ccc(C(=O)Nc2ccc(Cl)cn2)cc1S(=O)(=O)N1CCOCC1,i,10%,0,-2%,-5%,-18%,20,3%,3%,PMK inhibit pilot replicates=1.0;MK inhibit pilot replicates=0.0;Spn DPM-DC inh pilot screen %=1.5
CC(C)C(NC(=O)OCc1ccccc1)C(=O)OCC(=O)N1CCCCC1 (stereo unspecified),i,10%,9,-5%,-4%,-13%,9,-1%,-7%,
Cc1cc(C(=O)CN2C(=O)c3ccccc3C2=O)c(C)n1Cc1cccs1,i,13%,0,-4%,-32%,-14%,9,-1%,-5%,PMK inhibit pilot replicates=1.0;MK inhibit pilot replicates=3.5;Spn DPM-DC inh pilot screen %=2.0
CCOC(=O)c1cc2c(n(-c3ccc(C)cc3)c1=O)CCCC2=O,i,3%,6,-6%,-4%,10%,0,.,4%,
COc1ccc(C)c2sc(N3CCCC3)nc12,i,5%,13,-6%,8%,8%,12,4%,-6%,
CCSc1nnc(NC(=O)CCc2ccccc2)s1,i,2%,0,-5%,-6%,13%,6,13%,-5%,
Cc1ccc(N=C2SCCCN2C(=O)c2ccco2)cc1Cl,i,8%,6,-1%,-31%,-22%,1,0%,3%,
FC(F)Oc1ccccc1C1CC(c2ccc(Br)s2)Nc2ncnn21 (stereo unspecified),i,7%,3,-5%,-3%,-3%,18,.,20%,
CCn1c(C(=O)N2CCCC(C(=O)NCCc3ccc(C)cc3)C2)cc2sccc21 (stereo unspecified),i,-7%,8,2%,-8%,-9%,9,10%,5%,
COc1ccc(C(C)N2CC34C=CC(O3)C(C(=O)O)C4C2=O)cc1 (stereo unspecified),i,.,0,.,.,.,14,14%,3%,
CCc1ccccc1NC(=O)Cn1nnc(-c2cccs2)n1,i,5%,0,2%,-8%,-13%,12,-1%,-1%,
CCCn1c(=O)c2c(c3ccccc31)OCC(=O)N2,i,10%,1,-14%,-20%,-10%,14,.,11%,
COc1ccc(N2CCN(C(=O)CCNS(=O)(=O)c3ccc4c(c3)CCC(=O)N4)CC2)cc1,i,4%,8,1%,-14%,0%,13,16%,-5%,
CCN(CC)C(=O)Sc1cccc2cccnc12,i,7%,3,-1%,-2%,-5%,0,16%,-5%,
CC1CCN(CC(O)COC2CCC(C(C)(C)C)CC2)CC1 (stereo unspecified),i,11%,0,0%,42%,50%*,18,10%,-9%,PMK inhibit pilot replicates=0.0;MK inhibit pilot replicates=3.0;Spn DPM-DC inh pilot screen %=0.0
O=C(NCC1CCCO1)c1ccc(NC(=O)C2CCCCC2C(=O)O)cc1 (stereo unspecified),i,15%,7,8%,-5%,-9%,5,2%,5%,
COc1ccc(CCNc2nc(-c3sc(N)nc3C)cs2)cc1OC,i,8%,7,-2%,16%,16%,0,-1%,-2%,
N#CCCN1CCN(C(=S)c2ccc(-c3cc(Cl)ccc3Cl)o2)CC1,i,16%,1,-5%,24%,27%,0,0%,-14%,
O=C(CN(CCc1ccccc1)C(=O)CNS(=O)(=O)c1ccc(F)cc1)NCc1ccco1,i,4%,2,2%,-3%,-18%,0,2%,-2%,
O=C(Cn1cnc2c(cnn2-c2ccccc2)c1=O)N1CCN(c2ccc(F)cc2)CC1,i,20%,7,-2%,2%,11%,15,.,1%,
CCCCOC(=O)C1=C(C)NC2=C(C(=O)CCC2)C1c1cc(OC)ccc1OC (stereo unspecified),i,2%,5,-4%,-6%,-25%,0,14%,-5%,
CCc1nnc(NC(=O)COC(=O)CN2C(=O)c3ccccc3C2=O)s1,i,12%,11,-7%,-19%,0%,15,.,.,PMK inhibit pilot replicates=1.0;MK inhibit pilot replicates=0.0;Spn DPM-DC inh pilot screen %=0.0
Cc1cc(O)c(C(C)C)cc1N=C1CSC(=O)N1,i,13%,i,24%,-8%,4%,3,11%,-7%,PMK inhibit pilot replicates=0.0;MK inhibit pilot replicates=0.0;Spn DPM-DC inh pilot screen %=0.0
Cc1cccc(C)c1NC(=O)CSc1nnc([C@@H]2CCCN2C(=O)OC(C)(C)C)o1,i,4%,0,40%,-2%,1%,0,8%,7%,
CC1(C)CC(=NO)CC(C)(C)N1,i,12%,8,-6%,.,.,3,.,4%,
O=S(=O)(NCc1cccnc1)c1ccc(Cl)c(Cl)c1,i,19%,0,1%,-19%,-19%,8,2%,6%,
O=C(CCn1c(=O)sc2ccccc21)NC1=NCCS1,i,-1%,2,2%,2%,8%,0,20%,1%,PMK inhibit pilot replicates=3.5;MK inhibit pilot replicates=0.0;Spn DPM-DC inh pilot screen %=0.0
O=C(Nc1ccc2c(c1)OCO2)[C@@H]1[C@@H]2C(=O)N(C3CCCCC3)C(=O)[C@@H]2C2c3ccccc3C=CN21 (stereo partly specified),i,14%,2,-9%,17%,12%,2,6%,5%,
CCCN1CC=C2C(C#N)=C(N)C(C#N)(C#N)C(c3cccc(OC)c3OC)C2C1 (stereo unspecified),i,-1%,0,.,7%,2%,12,.,.,
Nc1nc(CSc2nc3ccccc3s2)nc(N2CCCCC2)n1,i,16%,1,-11%,9%,2%,14,-8%,2%,
C=C(C)COc1ccc2c(C)c(C)c(=O)oc2c1OCC(=C)C,.,8%,9,2%,-40%,-25%,0,4%,-8%,
c1ccc(CNc2ncnc3c2cnn3-c2ccccc2)cc1,i,18%,13,0%,45%,36%,0,.,-16%,
COc1ccc(-c2cc3nc(C4CCN(C(=O)OC(C)(C)C)CC4)c(C(=O)O)cn3n2)cc1,i,15%,1,-6%,8%,-4%,22,.,0%,
Cc1cc(NC(=O)CSc2cn(C)c3ccccc23)no1,i,11%,4,-2%,-4%,9%,8,7%,.,
COc1ccc(S(=O)(=O)N(CC(=O)NCCCN(C)C)c2ccc(C)cc2)cc1OC,i,6%,5,-4%,1%,-2%,0,3%,1%,
Cc1cccc(OCCC(=O)OCC(=O)N2CCc3ccccc32)c1,i,.,0,.,.,.,17,8%,-5%,
O=C(Cn1c(=O)oc2ccccc21)N1CCN(c2ccc(N3CCOCC3)nn2)CC1,.,4%,7,3%,0%,-3%,16,4%,-1%,
CC1(C(=O)NC2CCCC2)CCC(=O)N1Cc1ccc2c(c1)OCO2 (stereo unspecified),i,-2%,1,-3%,-6%,4%,13,3%,21%,
O=C(Nc1ccc2c(c1)nc1n2CCCCC1)c1cc(S(=O)(=O)N2CCOCC2)ccc1Cl,i,5%,2,10%,3%,5%,10,5%,9%,
COc1ccc(Cl)cc1C(=O)Nc1ccccc1N1CCN(C(=O)C(C)C)CC1,i,7%,4,-7%,2%,3%,1,7%,-5%,
N#CCSc1nnc2ccc3ccccc3n12,i,11%,9,-2%,2%,9%,15,5%,0%,
CCOC(=O)c1cnc2ccc(C(=O)OC)cc2c1NCCN1CCOCC1,i,3%,9,0%,-1%,6%,3,5%,13%,
CC12CN(Cc3ccccc3)CC(C)(CN(Cc3ccccc3)C1)C2=NO,i,-16%,7,-6%,-15%,-15%,0,.,8%,

# Reprinted from above, 10 compounds:
SMILES,Spn DPM-DC inh,TNAP inhibition,MK inhibit,Bfl-1 displacement,HPDE-C7 viability,KRASV12 cytotoxicity,PMK inhibit,LYP inhibition,HT1080 viability,others
COc1ccc(C(C)N2CC34C=CC(O3)C(C(=O)O)C4C2=O)cc1 (stereo unspecified),i,.,0,.,.,.,14,14%,3%,
CCc1ccccc1NC(=O)Cn1nnc(-c2cccs2)n1,i,5%,0,2%,-8%,-13%,12,-1%,-1%,
CCCn1c(=O)c2c(c3ccccc31)OCC(=O)N2,i,10%,1,-14%,-20%,-10%,14,.,11%,
COc1ccc(N2CCN(C(=O)CCNS(=O)(=O)c3ccc4c(c3)CCC(=O)N4)CC2)cc1,i,4%,8,1%,-14%,0%,13,16%,-5%,
CCN(CC)C(=O)Sc1cccc2cccnc12,i,7%,3,-1%,-2%,-5%,0,16%,-5%,
CC1CCN(CC(O)COC2CCC(C(C)(C)C)CC2)CC1 (stereo unspecified),i,11%,0,0%,42%,50%*,18,10%,-9%,PMK inhibit pilot replicates=0.0;MK inhibit pilot replicates=3.0;Spn DPM-DC inh pilot screen %=0.0
O=C(NCC1CCCO1)c1ccc(NC(=O)C2CCCCC2C(=O)O)cc1 (stereo unspecified),i,15%,7,8%,-5%,-9%,5,2%,5%,
COc1ccc(CCNc2nc(-c3sc(N)nc3C)cs2)cc1OC,i,8%,7,-2%,16%,16%,0,-1%,-2%,
N#CCCN1CCN(C(=S)c2ccc(-c3cc(Cl)ccc3Cl)o2)CC1,i,16%,1,-5%,24%,27%,0,0%,-14%,
O=C(CN(CCc1ccccc1)C(=O)CNS(=O)(=O)c1ccc(F)cc1)NCc1ccco1,i,4%,2,2%,-3%,-18%,0,2%,-2%,
